# A549 tox – Nrf2 qHTS screen for inhibitors: counterscreen for cytotoxicity; AID 504648, 2011; actives 0.16% (n = 390,000); A549 ARE-Fluc cells, CellTiter-Fluor viability, 18-24 h; Potency, µM (titrated, usually from 46 µM), inactives show at the top dose activity change, negative = cytotoxicity, most hits filed as inhibitors; note: potency is the fitted concentration of half-maximal effect; % is set by controls: 0 for no effect and ±100 for the full control effect
#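 A549 ARE-Fluc cells in 5% FBS OPTI-MEM, 5000 cells/well, rested 2 h then exposed to compounds in concentration-response for 18-24 h at 37 °C. Viability by CellTiter-Fluor fluorescence (Ex 405/Em 525) after 30 min; luciferase luminescence (BugLite, 15 min, RT) read afterwards.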
# Nrf2 inh – Nrf2 qHTS screen for inhibitors; actives 2.1% (n = 360,000); Potency, µM (titrated, usually from 46 µM), for inactives: at the highest dose activity change, negative = inhibition, hits mostly inhibitors; A549 ARE-Fluc reporter, luciferase luminescence, 18-24 h; note: potency is the fitted concentration of half-maximal effect; % is set by controls: 0 for no effect and ±100 for the full control effect; nearly all actives have a fitted effect of over 60% in size
#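 Two sequential reads on A549 ARE_Fluc cells exposed to compound for 18-24 h: a CellTiter-Fluor fluorescence read for viability, then a luciferase luminescence read for Nrf2/ARE activity.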
# ATXN2 expr inh – Primary qHTS for Inhibitors of ATXN expression; HEK-293 ATXN2-luciferase reporter, luminescence, 24 h; Potency, µM (highest dose often 57 µM), without a hit: top-dose activity change, negative = inhibition, usual class: inhibitors; actives 0.72% (n = 360,000); AID 1745845, 2022; note: potency is the fitted concentration of half-maximal effect; % is set by controls: 0 for no effect and ±100 for the full control effect; nearly all actives have a fitted effect of over 55% in size
#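 qHTS (up to 57 uM final) was run with 24 h compound exposure of reporter cells at 37 °C. Each well was multiplexed: SteadyGlo luminescence measured ATXN2-luciferase expression after a fluorogenic Gly-Phe-AFC viability readout (25 uM final).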
# Nrf2 ARE act – qHTS of Nrf2 Activators. actives 0.31% (n = 410,000). Potency, µM (top dose mostly 46.1 µM), for inactives: top-dose activation, usual class: activators. AREc32 ARE-luciferase reporter (MCF7-derived line), luminescence, 24 h. AID 624171, 2012; note: potency is the fitted concentration of half-maximal effect; % of control where 0% means no effect; nearly all actives have a fitted effect of over 65% in size
#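 AREc32 cells carrying an ARE-driven firefly luciferase reporter were seeded at 1000 cells/well in OPTI-MEM with 5% FBS, then exposed to compound for 24 hr at 37 deg C. Luminescence was read with Steady-Glo after 30 min at RT.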
# TGFb SMAD3 inh – qHTS for Inhibitors of TGF-b | HepG2 CAGA-GFP TGF-b/SMAD3 reporter, GFP fluorescence, 18 h; TGF-beta stimulated, 500 pg/mL final | Potency, µM (doses to about 46.1 µM), inactives show at the highest dose activity, negative = inhibition, usual class: inhibitors | actives 1.2% (n = 410,000) | AID 588855, 2011; note: potency is the fitted concentration of half-maximal effect; % is set by controls: 0 for no effect and ±100 for the full control effect; nearly all actives have a fitted effect of over 65% in size
#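 Inhibition of TGF-beta-driven CAGA-GFP reporter expression in HEPG2 cells is measured by cellular GFP fluorescence after 18 h stimulation with 500 pg/mL recombinant TGF-beta in 1% FBS medium at 37 degrees C.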
# HepG2 tox – qHTS for Inhibitors of TGF-b: Cytotox Counterscreen | HepG2 CAGA-GFP viability, ATP luminescence, 18 h | Potency, µM (titrated, usually from 46.1 µM), for the others: at the highest dose activity change, negative = cytotoxicity, usual class: cytotoxic | actives 0.76% (n = 410,000) | AID 588856, 2011; note: potency is the fitted concentration of half-maximal effect; some results filed as inactive show a strong effect at the top dose
#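 CellTiter-Glo luminescence gave cytotoxicity after 18 hours at 37 degrees C. The cells were HepG2 CAGA-GFP in 1% FBS DMEM, stimulated with 500 pg/mL TGF-beta after compound addition. %Activity was normalised to no-cell wells (complete cell-killing) and DMSO (no toxicity), and curves were fitted and classified.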
# IL-2 act – qHTS of IL-2 Activators; IL-2 activation reporter assay, cell-based qHTS; stimulated with anti-CD3/CD4/CD28 beads; in transgenic mouse T cells; activation, % (series mostly up to about 46 µM); actives 0.065% (n = 360,000); in the data active = activation above about 50%; inconclusive = mostly about 30% to 49%; note: 0% is about no effect
#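 Unstimulated transgenic mouse T cells preincubated 60 min with compound, then stimulated with anti-CD3/anti-CD4-coated beads plus anti-CD28 for 18 h at 37 degrees C. IL-2 response read as EGFP and DsRed fluorescence by plate cytometry.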
# ATXN viability – Viability Counterscreen for Primary qHTS for Inhibitors of ATXN expression; S2 cells (HEK-293 line with an ATXN2-luciferase reporter) viability, CellTiter-Fluor protease fluorescence, 24 h; Potency, µM (titrated, usually from 56.7 µM), most hits filed as cytotoxic; actives 0.49% (n = 400,000); AID 651635, 2014; note: potency is the fitted concentration of half-maximal effect; nearly all actives have a fitted effect of over 40% in size
# EPAC2 ag – qHTS for Agonist of cAMP-regulated guanine nucleotide exchange factor 4 (EPAC2): primary screen; Potency, µM (top dose mostly 154 µM), for the others: top-dose activation, hits mostly activators; Rap guanine nucleotide exchange factor 4 (Homo sapiens), Q8WZA2; actives 0.079% (n = 360,000); EPAC2 activation, biochemical qHTS; response scale: 100% = 6.5 mM cAMP response; note: potency is the fitted concentration of half-maximal effect; nearly all actives have a fitted effect of over 50% in size
# Target sequence (Q8WZA2 whole entry, looked up): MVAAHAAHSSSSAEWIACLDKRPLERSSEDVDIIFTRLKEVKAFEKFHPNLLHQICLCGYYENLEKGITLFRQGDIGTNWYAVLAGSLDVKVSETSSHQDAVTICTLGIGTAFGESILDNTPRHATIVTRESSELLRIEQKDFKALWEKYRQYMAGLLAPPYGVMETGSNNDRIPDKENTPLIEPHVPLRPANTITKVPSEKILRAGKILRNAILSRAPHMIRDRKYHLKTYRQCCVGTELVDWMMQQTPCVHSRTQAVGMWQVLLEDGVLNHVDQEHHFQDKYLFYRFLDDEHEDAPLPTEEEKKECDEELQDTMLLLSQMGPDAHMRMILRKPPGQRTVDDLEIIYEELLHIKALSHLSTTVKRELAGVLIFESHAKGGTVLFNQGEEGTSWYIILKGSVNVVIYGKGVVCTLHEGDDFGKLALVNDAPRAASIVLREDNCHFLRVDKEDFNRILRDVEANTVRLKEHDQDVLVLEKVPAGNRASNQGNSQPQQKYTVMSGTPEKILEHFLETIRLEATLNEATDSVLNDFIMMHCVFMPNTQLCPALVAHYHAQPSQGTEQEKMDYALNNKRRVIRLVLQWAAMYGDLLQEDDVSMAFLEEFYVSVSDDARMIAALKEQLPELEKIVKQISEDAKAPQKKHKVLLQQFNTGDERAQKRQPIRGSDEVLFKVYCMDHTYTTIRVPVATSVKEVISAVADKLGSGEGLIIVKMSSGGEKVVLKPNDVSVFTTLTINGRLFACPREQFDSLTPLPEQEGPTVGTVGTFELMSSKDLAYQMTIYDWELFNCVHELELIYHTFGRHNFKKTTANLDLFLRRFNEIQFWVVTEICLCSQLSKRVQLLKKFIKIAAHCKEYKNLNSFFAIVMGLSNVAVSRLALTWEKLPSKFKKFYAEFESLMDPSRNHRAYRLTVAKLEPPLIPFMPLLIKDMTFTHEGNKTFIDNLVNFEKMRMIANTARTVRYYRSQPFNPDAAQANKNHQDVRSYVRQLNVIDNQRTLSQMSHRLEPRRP
#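 Exchange assay: 100 nM EPAC2 with 250 nM Rap1B-BODIPY-GDP and 50 uM GDP. Fluorescence (ex 480/em 540 nm) read every 5 min for 30 min at room temperature. Data normalized to 6.5 mM cAMP as agonist control.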
# * hit, by the source's call; i = inactive; ? = inconclusive; / = not tested or not shown; [ ] = dose if it differs, or a comment. Unless noted, calls come from the whole dose curve; as a rule, active = well fitted curve in the direction sought with a large enough effect; inconclusive = small, poorly fitted or top-dose-only effect, or another doubt; inactive = no such curve, though single readings can be large; an effect the other way counts as inactive or inconclusive. Compounds were not picked by outcome; overall some 4.3% were active at least once.
cpd	smiles	Nrf2 ARE act	ATXN viability	EPAC2 ag	ATXN2 expr inh	HepG2 tox	TGFb SMAD3 inh	A549 tox	Nrf2 inh	IL-2 act
1	CCN(CC)CCCNC(=O)C1c2cc(OC)c(OC)cc2C(=O)N(C)C1c1cccs1 (configuration not stated)	1.4%	i	-3%	-1%	-14%	0%	11%	16%	-0.3
2	COCc1c(C(=O)N2CCN(c3ccccc3C)CC2)oc2ccccc12	0.2%	i	-2%	-14%	-2%	-5%	1%	18%	-6.1
3	Brc1ccc(-c2nc(-c3ccncc3)no2)o1	2.1%	i	7%	36%[activator]	-2%	5%	2%	?	-1.5
4	Cn1cc(C(=O)C(=O)N2CCN(c3ccccc3)CC2)c2ccccc21	-0.1%	i	8%	-17%	2%	-9%	0%	9%	-1.1
5	COc1ccccc1CNC(=O)[C@@H]1CCCN1S(=O)(=O)c1ccc(C)cc1	0.1%	i	6%	-20%	-23%	-13%	19%	1%	-0.5
6	CN1CCN(Cc2nc(Cc3ccccc3)no2)CC1c1ccccc1 (configuration not stated)	-0.5%	i	-8%	-2%	-16%	3%	1%	?	1.0
7	CCN(CC(=O)Nc1c(F)cccc1F)C(=O)CCOc1ccccc1	-0.4%	i	4%	1%	26%	-7%	3%	-2%	-0.8
8	O=C(Nc1ccccc1F)c1csc([C@@H]2C[C@H](O)[C@@H](CO)O2)n1	0.1%	i	3%	2%	5%	1%	/	/	-0.4
9	COCc1[nH][nH]c(=O)c1/C=N/N1CCOCC1	-0.8%	i	3%	0%	-18%	1%	1%	10%	-0.3
10	COc1cccc(C(=O)C2CCCN(Cc3c(C)n(C)n(-c4ccccc4)c3=O)C2)c1 (configuration not stated)	-0.1%	i	7%	/	-9%	2%	7%	-8%	0.2
11	CCc1ccc(C(=O)COC(=O)[C@@H](NC(N)=O)[C@@H](C)CC)cc1	2.6%	i	-1%	25%	10%	4%	1%	4%	-2.6
12	Cc1c2cnn(CC(=O)Nc3ccc(F)cc3F)c(=O)c2c(C)n1Cc1cccc(Cl)c1	-0.5%	/	/	/	-19%	-15%	8%	4%	/
13	CCCCNC(=O)c1ccc2c(OCC)n(CCCC)nc2c1	0.4%	i	4%	1%	0%	2%	2%	-1%	2.8
14	O=S(=O)(Nc1cccc(-c2cn3cccnc3n2)c1)c1ccccc1	3.7%	i	-2%	3%	-4%	-3%	-10%	-13%	-0.8
15	CC12CCC(=O)N1C(C(=O)OCC(=O)Nc1ccc(S(N)(=O)=O)cc1)CS2 (configuration not stated)	-0.8%	i	7%	2%	-1%	-2%	-3%	-5%	-2.1
16	O=C(Cn1nc(-c2ccc(F)cc2)ccc1=O)Nc1ccc(C(=O)NC2CC2)cc1	-0.1%	i	-1%	2%	-53%	-3%	-10%	-19%	-0.4
17	CC(=O)N1c2ccc(S(=O)(=O)N3CCC(C(=O)Nc4cc(C)cc(C)c4)CC3)cc2CC1C (configuration not stated)	-1.1%	i	-4%	?	-2%	7%	5%	-10%	-0.8
18	O=C(Nc1nc2cc3c(cc2s1)OCCO3)c1cccs1	-1.4%	i	3%	-16%	-47%	0%	-3%	?	-2.7
19	CN(CC1CCCO1)S(=O)(=O)c1ccc(C(=O)Nc2ccc(S(N)(=O)=O)cc2)cc1 (configuration not stated)	-0.1%	i	8%	-7%	0%	0%	2%	?	-0.3
20	COc1ccc(OCc2cc(C(=O)N(C)CCC3CCOCC3)no2)c(Cl)c1	2.9%	i	-1%	26%	-15%	13%	?	?	-3.3
21	CCC1(c2ccccc2)NC(=O)N(CC(=O)Nc2cc(C(F)(F)F)ccc2N2CCCC2)C1=O (configuration not stated)	0.1%	i	-5%	-7%	-27%	0%	-1%	-15%	-4.6
22	O=C(CN1CCN(Cc2ccccc2)CC1)NNC(=O)c1ccccc1	-2.1%	i	3%	2%	4%	3%	0%	0%	0.7
23	C[C@H](NC(=O)C1(c2ccccc2)CCN(C(=O)OC(C)(C)C)CC1)C(=O)N[C@@H](C(=O)O)c1ccccc1	-0.3%	i	0%	9%	3%	24%	-7%	4%	0.7
24	O=c1cc(CSc2nnnn2-c2ccccc2)[nH]c2[nH]n(-c3ccccc3)c(=O)c12	-0.5%	i	9%	-24%	0%	0%	-10%	/	0.4
25	CCCCCSc1nc2c(cnn2-c2ccccc2)c(=O)[nH]1	0.2%	i	-2%	3%	12%	2%	1%	?	1.6
26	COc1ccc(C2=NN(c3ccc(C=O)cc3)C(c3ccccc3)C2)cc1 (configuration not stated)	10%	i	10%	?	-40%	?	-10%	-22%	-0.3
27	Cc1csc(NC(=O)COc2ccc3c(C)cc(=O)oc3c2)n1	-0.8%	i	2%	8%	-4%	-14%	-9%	1%	1.4
28	COCCOC(=O)C1=C(C)NC(=S)NC1/C=C/c1ccccc1 (configuration not stated)	0.3%	i	2%	-2%	7%	0%	10%	-5%	1.6
29	COc1ccc(OC(=O)c2ccc(OC)c(S(=O)(=O)N3CCOCC3)c2)cc1	-0.2%	?	1%	-15%	-6%	-11%	-4%	3%	-4.2
30	O=C(COC(=O)/C=C/c1cccs1)NC1CC1	2.5%	i	9%	-9%	-15%	-9%	6%	2%	-3.2
31	CSc1nc(NC(C)=O)nc(C)c1Br	6.4%	i	1%	1%	-6%	10%	0%	-3%	0.1
32	CC(=O)NCCc1nc2ccccc2n1CCOc1ccccc1C	-0.7%	i	6%	-1%	-8%	12%	-1%	10%	0.5
33	O=C(Nc1nc2c(s1)CCCC2)c1ccc(Br)o1	13µM*	i	7%	46%[activator]	-37%	-2%	-1%	?	-0.5
34	Cn1c(SCc2cccc(Br)c2)nnc1-c1ccccn1	0.2%	i	7%	31%	13%	23%	-10%	-8%	0.4
35	O=c1[nH]c(CSc2ccccc2)nc2c1oc1ccccc12	0.0%	i	8%	/	12%	-2%	5%	-13%	0.8
36	CCCCN1C(=N)N([C@@H](C)CN2CCC[C@H]2CN2C(N)=NC[C@H]2CC(C)C)C[C@H]1Cc1ccccc1	0.2%	i	15%	-3%	-10%	-2%	1%	3%	0.6
37	COc1ccc(C(CNC(=O)c2cc(S(=O)(=O)NCc3ccco3)ccc2C)N(C)C)cc1 (configuration not stated)	5.3%	i	7%	/	-29%	-8%	3%	12%	-0.1
38	O=C(NC1CCCCCC1)c1cc2c(Cl)nc3ccccc3c2s1	0.2%	i	/	7%	-3%	12%	9%	7%	/
39	CC(C)[C@H](NC(=O)c1c(F)cccc1F)C(=O)OCC(=O)NNC(=O)c1ccccc1	-0.7%	i	16%	/	-1%	-6%	/	/	-2.5
40	O=C1CCCc2cc3c(cc21)CC1(C3)Cc2cc3c(cc2C1)C(=O)CCC3	-0.8%	i	7%	/	-16%	?	-15%	?	-3.6

# Profiles as entered above. Values in the order: Nrf2 ARE act | ATXN viability | EPAC2 ag | ATXN2 expr inh | HepG2 tox | TGFb SMAD3 inh | A549 tox | Nrf2 inh | IL-2 act
# O=C1CCCc2cc3c(cc21)CC1(C3)Cc2cc3c(cc2C1)C(=O)CCC3 as listed: -0.8% | i | 7% | / | -16% | ? | -15% | ? | -3.6
# CC(=O)NCCc1nc2ccccc2n1CCOc1ccccc1C as listed: -0.7% | i | 6% | -1% | -8% | 12% | -1% | 10% | 0.5
# CC(C)[C@H](NC(=O)c1c(F)cccc1F)C(=O)OCC(=O)NNC(=O)c1ccccc1 as listed: -0.7% | i | 16% | / | -1% | -6% | / | / | -2.5
# O=C(NC1CCCCCC1)c1cc2c(Cl)nc3ccccc3c2s1 as listed: 0.2% | i | / | 7% | -3% | 12% | 9% | 7% | /

# Further entries follow:
cpd	smiles	Nrf2 ARE act	ATXN viability	EPAC2 ag	ATXN2 expr inh	HepG2 tox	TGFb SMAD3 inh	A549 tox	Nrf2 inh	IL-2 act
41	CCOc1ccccc1C(=O)N(Cc1ccc(N(C)C)cc1)CC1CCCO1 (configuration not stated)	0.0%	/	/	/	-5%	-12%	0%	-5%	/
42	COC(=O)c1sc(=S)n(-c2ccccc2)c1N	-0.8%	i	4%	1%	-11%	0%	-1%	/	-2.7
43	COc1ccccc1CNC(=O)COC(=O)c1cccc(-n2cnnn2)c1	-0.4%	i	3%	2%	-2%	-7%	0%	0%	3.4
44	Cc1cc(C(=O)CCC(=O)N2CCN(c3ccccc3)CC2)c(C)s1	-0.9%	i	6%	-24%	-2%	-12%	0%	-5%	0.5
45	CC(Sc1cccc2cccc(C(=O)O)c12)C(=O)O (configuration not stated)	-0.1%	i	4%	-5%	-13%	3%	-19%	/	0.0
46	CC(C)(O)c1[nH]c2cc(C(F)(F)F)ccc2c1C(C)(C)O	6.4%	i	2%	-2%	-4%	-18%	1%	13%	-3.3
47	CCN(CC)S(=O)(=O)c1ccc2c(c1)c(=O)c(C(=O)N1CCN(c3ccccn3)CC1)cn2C	-0.6%	i	-2%	-6%	-1%	-10%	5%	11%	-2.0
48	Cc1ccc(S(=O)(=O)N2CCCCC2C(=O)N2CCN(C)CC2)cc1 (configuration not stated)	0.0%	i	11%	-8%	-2%	20%	-7%	/	1.6
49	CCC(C)(C)n1nnnc1CN1CCN(c2ccc(OC)cc2)CC1	-0.4%	?	-1%	/	-4%	-1%	2%	11%	-0.5

# Compound activity deposited in PubChem by National Center for Advancing Translational Sciences (NCATS).
